# PMI act: activators of human PMI, primary screen, biochemical, fluorescence intensity, near-Km mannose 6-phosphate; 190,000 compounds, 0.005% hits; purified human PMI, coupled resazurin fluorescence, 20 min; stronger effect = higher value; 1 = vehicle control, 0 substrate-free wells; activation factor at 20 µM; AID 1214, 2008; Mannose-6-phosphate isomerase (Homo sapiens), P34949;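 active = activation factor of 2 or more at 20 µM, relative to plate controls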
# Target sequence (P34949 whole entry, looked up): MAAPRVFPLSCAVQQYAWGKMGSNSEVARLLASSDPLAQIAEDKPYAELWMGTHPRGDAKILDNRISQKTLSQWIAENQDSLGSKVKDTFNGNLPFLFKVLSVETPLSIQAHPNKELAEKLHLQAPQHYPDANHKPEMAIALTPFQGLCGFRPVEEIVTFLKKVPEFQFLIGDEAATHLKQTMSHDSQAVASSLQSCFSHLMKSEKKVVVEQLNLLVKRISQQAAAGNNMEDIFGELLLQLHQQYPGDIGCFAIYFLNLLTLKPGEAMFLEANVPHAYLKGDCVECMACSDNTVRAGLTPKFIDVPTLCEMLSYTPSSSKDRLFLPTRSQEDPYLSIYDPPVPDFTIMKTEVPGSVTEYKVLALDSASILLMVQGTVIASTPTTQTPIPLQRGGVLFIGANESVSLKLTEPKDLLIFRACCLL
# FLuc inh counter: firefly luciferase enzyme inhibitors, primary screen, artefact control for luciferase-based inhibitor screens, biochemical, luminescence, ATPLite; Luciferin 4-monooxygenase (Photinus pyralis), P08659; 10 min; inhibition, % at 10 µM; 200,000 compounds, 1.5% hits; AID 1006, 2008;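 active = inhibition above about 50% when tested at 10 µM, limit read from the data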
# Target sequence (P08659 whole entry, looked up): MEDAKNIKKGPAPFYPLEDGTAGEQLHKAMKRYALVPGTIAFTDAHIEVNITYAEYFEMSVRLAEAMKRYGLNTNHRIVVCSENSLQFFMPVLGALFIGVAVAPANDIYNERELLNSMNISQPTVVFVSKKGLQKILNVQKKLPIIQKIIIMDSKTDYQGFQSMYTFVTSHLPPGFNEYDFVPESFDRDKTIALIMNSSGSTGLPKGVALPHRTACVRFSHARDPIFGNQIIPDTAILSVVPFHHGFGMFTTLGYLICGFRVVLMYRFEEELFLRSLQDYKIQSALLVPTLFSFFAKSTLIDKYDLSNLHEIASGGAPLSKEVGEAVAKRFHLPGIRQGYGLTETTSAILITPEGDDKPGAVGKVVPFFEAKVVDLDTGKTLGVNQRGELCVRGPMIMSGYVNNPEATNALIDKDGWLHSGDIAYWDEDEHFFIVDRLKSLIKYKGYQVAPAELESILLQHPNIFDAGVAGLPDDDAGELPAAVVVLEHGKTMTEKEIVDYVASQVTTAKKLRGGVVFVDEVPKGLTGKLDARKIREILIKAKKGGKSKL
# TNAP inh no acc: human TNAP enzyme inhibitors, primary screen, biochemical, luminescent, no phosphate acceptor, uHTS | Alkaline phosphatase, tissue-nonspecific isozyme (Homo sapiens), P05186 | purified TNAP, CDP-star luminescence, 30 min | inhibition, % at 20 µM | 200,000 compounds, 0.26% hits;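 active = tissue-nonspecific alkaline phosphatase inhibition above about 50% at 20 µM in the single-dose screen, limit read from the data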;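 note: 0% = DMSO negative control and 100% = EDTA positive control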
# TNAP act hiacc: TNAP activators at high phosphate acceptor level, primary screen, biochemical, luminescence, uHTS; purified TNAP, CDP-star luminescence, 1 M DEA, 30 min; stronger effect = higher value; 0 = EDTA background, 1 = DMSO-only activity; activation factor at 20 µM; Alkaline phosphatase, tissue-nonspecific isozyme (Homo sapiens), P05186; 200,000 tested, under 10 active;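 active = activation factor at least 2 at 20 µM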
#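 Dosing: 20 µM single point. System: human TNAP. Amount: TNAP 1/800 final. Incubation: 30 min, room temperature. Read-out: TNAP activation factor scaled between EDTA and DMSO control wells. Signal: luminescence from CDP-star hydrolysis. Medium: 1 M DEA, pH 9.8, Mg2+, Zn2+. Control set: EDTA negative control, DMSO positive control.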
# bIAP act: bovine intestinal alkaline phosphatase activators, primary screen, biochemical, bovine IAP, CDP-star luminescence | activation factor at 20 µM | 200,000 compounds, 0.17% hits | purified bovine IAP, 30 min; stronger effect = higher value; fold of DMSO-control signal, blank-subtracted;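 active = activation factor of 2 or more at 20 µM, a signal rise over negative controls twice the positive control's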
# FLuc stim CS: FLuc activators, initial screening, artefact control for FLuc-dependent activation tests, biochemical, ATPlite luminescence | ATPlite luciferase biochemical, 10 min; 0 = ATP-free wells, 1 = DMSO control | activation factor at 10 µM | 200,000 tested, under 10 active;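 active = luciferase activation factor, scaled between plate controls, of at least 2 with compound at 10 µM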
#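 Assay system: Luciferase/luciferin detection reagent, cell-free biochemical luciferase assay / Also added: ATP substrate / Schedule: 10 min at ambient temperature / Measured by: luminescence measurement of luciferase light output / Benchmarks: low control with PBS replacing ATP, high control enzyme plus ATP without compound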
# NF-kB neuron act: activators of NF-kB expression in neurons, primary screen, cell-based, HTS; human neuronal cells, NF-kB reporter expression; stronger effect = higher value; fold change at 12.5 µM; 190,000 compounds, 1.6% hits; AID 1239, 2008; in the data active = fold change above about 3.3
# PMI act satM6P: human PMI activators, high substrate, primary screen, biochemical, fluorescence intensity, near-saturating mannose 6-phosphate. 190,000 compounds, 0.34% hits. activation factor at 20 µM. coupled PMI enzyme assay, resazurin fluorescence, 20 min; stronger effect = higher value; 1 = untreated enzyme, 0 = substrate-free blank. Mannose-6-phosphate isomerase (Homo sapiens), P34949;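 active = activation factor of 2 or more at 20 µM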
#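 assay system = human phosphomannose isomerase with PGI, G6PDH, diaphorase coupling enzymes | quantity = 15 ng/mL PMI | incubation = enzyme reaction with compound 20 min at room temperature | medium = HEPES pH 7.4 buffer with MgCl2 and Tween-20 | compound dosing = one concentration, 20 µM, in 1% DMSO | measured by = Diaphorase-driven resazurin-to-resorufin fluorescence, excitation 544, emission 590 nm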
# APP 5'UTR act: activators of APP 5'UTR luciferase reporter, primary screen, SH-SY5Y cells. SH-SY5Y APP 5'UTR luciferase reporter, luminescence; zero percent = DMSO vehicle wells. activation, % at 2 µM. 190,000 compounds, 1% hits;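 active = activation above a set limit, based on mean plus 3 SD of controls, cut at about 140% in these data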; note: values of inactives mirror those of a sister screen read the other way
# TNAP inh hi DEA: human TNAP enzyme inhibitors, primary screen, biochemical, luminescent, high phosphate acceptor level, uHTS | purified TNAP, CDP-star luminescence, 1 M DEA | inhibition, % at 20 µM | 200,000 compounds, 0.03% hits;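 active = over 50% inhibition of tissue-nonspecific alkaline phosphatase at 20 µM in the single-dose screen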;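 note: plate controls were DMSO wells for no effect and EDTA-quenched wells as full inhibition for full effect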
# * = called active by the depositor; . = no result given.
1. O=C(NC(=S)Nc1ccc2c(c1)OCCO2)c1ccc(F)cc1Cl
2. COc1ccccc1N1CCN(C(=O)NC23CC4CC(CC(C4)C2)C3)CC1
3. c1ccc(Cc2nn3c(Cn4cnc5ccccc54)nnc3s2)cc1
4. O=C(CSc1ccccc1)Nc1cccc(NC(=O)c2ccco2)c1
5. Cc1ccc(C(=O)Oc2coc(CSc3nnc(NC(=O)c4cccs4)s3)cc2=O)cc1C
6. Cc1ccc(S(=O)(=O)N/N=C\c2ccc(Cl)c([N+](=O)[O-])c2)cc1
7. Cc1cc(Cl)c(OCCCn2cncn2)c(Br)c1
8. CCOC(=O)c1c(C)n(-c2ccc(C)cc2)c2ccc(OCC(O)CNCC3CCCO3)cc12 (configuration not stated)

assay / entry	1	2	3	4	5	6	7	8
PMI act	0.8	0.9	0.8	1	1.1	1.1	1	1
FLuc inh counter	4	-6	0	0	0	-9	-9	-2
TNAP inh no acc	-4	-10	-6	-6	-10	-4	-9	-16
TNAP act hiacc	1	1.1	1	1	1	1	1	1
bIAP act	1.3	1.1	1	0.9	1	0.9	0.8	1.4
FLuc stim CS	1	1.1	1	1	1	1.1	1.1	1
NF-kB neuron act	2	1.1	0.72	1.3	1.1	0.94	1.1	1
PMI act satM6P	0.9	0.9	0.9	1	1.1	1.2	1	1
APP 5'UTR act	13	6	-12	9	16	16	-12	-7
TNAP inh hi DEA	2	-6	-3	-3	-2	-3	-1	-4

# Entries 1 through 3, quoted:
1. O=C(NC(=S)Nc1ccc2c(c1)OCCO2)c1ccc(F)cc1Cl
2. COc1ccccc1N1CCN(C(=O)NC23CC4CC(CC(C4)C2)C3)CC1
3. c1ccc(Cc2nn3c(Cn4cnc5ccccc54)nnc3s2)cc1

assay / entry	1	2	3
PMI act	0.8	0.9	0.8
FLuc inh counter	4	-6	0
TNAP inh no acc	-4	-10	-6
TNAP act hiacc	1	1.1	1
bIAP act	1.3	1.1	1
FLuc stim CS	1	1.1	1
NF-kB neuron act	2	1.1	0.72
PMI act satM6P	0.9	0.9	0.9
APP 5'UTR act	13	6	-12
TNAP inh hi DEA	2	-6	-3

# Further results
9. O=[N+]([O-])c1cc(Cl)ccc1N1CCN(c2cccc(C(F)(F)F)c2)CC1
10. Cc1sc2nc(CN3CCCC3)nc(Cl)c2c1C
11. Cc1ccc(-c2nc3cccnc3s2)cc1NS(C)(=O)=O
12. CCNC(=S)N1CCN(S(=O)(=O)c2cccc(C(F)(F)F)c2)CC1
13. Cn1c(SCC(=O)c2ccc(F)cc2)nnc1-c1cnccn1
14. CCNC(=O)NC(=O)C(C)OC(=O)c1cc(S(=O)(=O)N2CCCCCC2)ccc1OC (configuration not stated)
15. Cc1nn(CC#N)c(=O)n1-c1ccc(C(C)C)cc1
16. COc1cccc(C(=O)OCCN(C)C(C)(C)C)c1

assay / entry	9	10	11	12	13	14	15	16
PMI act	0.9	1.3	1.3	1	1	0.9	1.1	1.1
FLuc inh counter	-1	-6	20	-5	2	-7	0	-2
TNAP inh no acc	-7	-11	-16	-12	-8	6	-2	-17
TNAP act hiacc	1	1	1.1	1	1.1	1	1	1.1
bIAP act	0.2	1	0.9	0.8	1	1	1	0.9
FLuc stim CS	1	1.1	0.8	1.1	1	1.1	1	1
NF-kB neuron act	0.95	1.6	1.1	1.3	1.5	0.34	1.1	1.3
PMI act satM6P	0.9	1.3	1.2	1.1	1	1	1.1	1.1
APP 5'UTR act	-41	0	61	26	-21	-14	-6	-11
TNAP inh hi DEA	3	0	-9	5	-7	2	1	-8

17. O=C(CN1C(=O)/C(=C\c2ccc(C(F)(F)F)cc2)Sc2ccccc21)NCc1ccco1
18. Cc1cc(C)n(-c2nc(SCC(=O)N3CCCC3)c3c4c(sc3n2)CCCC4)n1
19. O=C(O)c1cc(-c2ccc(Cl)cc2)n(-c2ccccc2)n1
20. CCOc1ccccc1N(CC(=O)NCCSc1ccccc1)S(C)(=O)=O
21. CC(C)C[C@H](NC(=O)c1nc[nH]c1C(=O)NCCCCCNC(=O)OC(C)(C)C)C(=O)OC(C)(C)C
22. Cc1c(Br)c([N+](=O)[O-])nn1CC(=O)Nc1sc2c(c1C(=O)OC(C)C)CCC(C)C2 (configuration not stated)
23. CCC(C(=O)Nc1c[nH]c(=O)[nH]c1=O)c1ccccc1 (configuration not stated)
24. COc1ccc(CNC(=O)C2CCCN(S(=O)(=O)c3c(C)n[nH]c3C)C2)cc1 (configuration not stated)

assay / entry	17	18	19	20	21	22	23	24
PMI act	0.9	1	1.2	1	0.8	1.1	0.9	0.9
FLuc inh counter	0	0	-3	-5	0	-8	-6	-7
TNAP inh no acc	-8	-1	-2	-8	-1	-2	-1	46
TNAP act hiacc	1	1	1	1.1	1	1	1	1
bIAP act	1.1	1.1	1	1	1.2	1.1	0.9	1.1
FLuc stim CS	1	1	1	1.1	1	1.1	1.1	1.1
NF-kB neuron act	0.98	1.2	1.2	1.1	0.4	0.97	1	0.97
PMI act satM6P	0.8	1	1.2	1	0.8	1.2	1	1
APP 5'UTR act	21	-2	-24	10	19	-4	6	-2
TNAP inh hi DEA	-3	3	-2	-7	-5	-2	-4	-5

25. Cc1nnc(NC(=O)c2ccco2)s1
26. CC12CC3(C)CC(C)(C1)CC(NC(=O)N1CCCC1)(C2)C3
27. COc1ccc(CNC(=O)c2ccc(Br)cc2)cc1
28. C/C(N)=C(/C#N)C(=O)COC(=O)c1ccc(O)cc1
29. O=[N+]([O-])c1cc(C(F)(F)F)ccc1N1CCN(CCO)CC1
30. CCNc1nc(SC(C)C(=O)Nc2ccccc2)nc(N(C)C)n1 (configuration not stated)
31. CCn1c(C)c(C(C)=O)c(N2CCN(C(c3ccccc3)c3ccccc3)CC2)nc1=S
32. c1ccc(N2CCOCC2)c(Nc2nc3ccccc3n3cnnc23)c1

assay / entry	25	26	27	28	29	30	31	32
PMI act	1	1.1	0.9	1	1	1	1	1
FLuc inh counter	-2	-6	-6	0	-4	-4	-3	6
TNAP inh no acc	-5	-14	-13	-12	-8	-16	-5	-17
TNAP act hiacc	1.1	1.1	1.1	1.1	1	1	1	1
bIAP act	1	0.9	0.9	1.2	0.9	0.9	1.1	1.3
FLuc stim CS	1	1.1	1.1	1	1	1	1	0.9
NF-kB neuron act	1.2	1	1.3	1.2	1.2	1.1	0.42	0.37
PMI act satM6P	0.9	1.1	1	1	1	0.9	1.1	0.9
APP 5'UTR act	5	11	-2	-6	-3	-4	28	-18
TNAP inh hi DEA	-6	-7	-6	-6	-1	-5	-3	-3

# Quoted at random: 4 entries already listed.
30. CCNc1nc(SC(C)C(=O)Nc2ccccc2)nc(N(C)C)n1 (configuration not stated)
28. C/C(N)=C(/C#N)C(=O)COC(=O)c1ccc(O)cc1
25. Cc1nnc(NC(=O)c2ccco2)s1
31. CCn1c(C)c(C(C)=O)c(N2CCN(C(c3ccccc3)c3ccccc3)CC2)nc1=S

assay / entry	30	28	25	31
PMI act	1	1	1	1
FLuc inh counter	-4	0	-2	-3
TNAP inh no acc	-16	-12	-5	-5
TNAP act hiacc	1	1.1	1.1	1
bIAP act	0.9	1.2	1	1.1
FLuc stim CS	1	1	1	1
NF-kB neuron act	1.1	1.2	1.2	0.42
PMI act satM6P	0.9	1	0.9	1.1
APP 5'UTR act	-4	-6	5	28
TNAP inh hi DEA	-5	-6	-6	-3

# Continued.
33. CCC/C(=N\NC(=O)c1ccccc1C)c1ccccc1
34. COc1cccc(-c2nc(-c3ccccn3)no2)c1
35. COc1ccc(C2C(C#N)=C(N)Oc3c2sc2nc(C)cc(C)c32)cc1 (configuration not stated)
36. COc1ccc(-c2nnc(SCC(=O)Nc3cccc(Cl)c3)o2)cc1
37. CN(C)/C=C/C1=CC(=O)CC(C)(C)C1
38. COc1ccc(CN2CCNC(=O)C2CC(=O)N(C)Cc2ccon2)cc1OC (configuration not stated)
39. NC(=O)c1sc2nc3c(c(-c4ccco4)c2c1N)CCC3
40. Cc1c(SCCO)c(=O)[nH]c2cc3c(cc12)OCO3

assay / entry	33	34	35	36	37	38	39	40
PMI act	1	0.9	1.1	1.1	0.9	0.9	1.2	1.1
FLuc inh counter	-2	93*	-6	-9	-4	-3	0	-12
TNAP inh no acc	-5	-6	13	1	3	-10	-3	4
TNAP act hiacc	1	1	1	1.1	1	1.1	1	1
bIAP act	0.8	1	1	0.9	1	1	0.9	0.9
FLuc stim CS	1	0.1	1.1	1.1	1	1	1	1.1
NF-kB neuron act	1.3	0.93	1	1.2	1	1.2	0.7	1.5
PMI act satM6P	1	0.9	1.1	1	0.8	0.6	1.6	1.1
APP 5'UTR act	4	35	12	214*	13	28	-10	.
TNAP inh hi DEA	4	-3	0	-5	3	-6	0	-4

# Source: PubChem BioAssay (several laboratories)
